# Screens as filed in PubChem.
# CatL inh = inhibitors of human cathepsin L. 58,000 compounds, 0.17% hits. inhibition, %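 (tested at 10 µM)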. P07711. AID 460. purified cathepsin L, fluorogenic substrate, fluorescence; in the data active = inhibition above about 45%;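 note: 0% = enzyme with no compound and 100% = no enzyme blank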
# Target sequence (P07711 114-288 limits assumed): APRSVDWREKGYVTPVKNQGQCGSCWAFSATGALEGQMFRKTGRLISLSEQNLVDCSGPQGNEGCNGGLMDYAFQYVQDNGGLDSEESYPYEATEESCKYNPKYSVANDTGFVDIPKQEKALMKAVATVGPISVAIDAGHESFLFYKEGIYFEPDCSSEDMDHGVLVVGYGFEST
# Target sequence (P07711 292-333 limits assumed): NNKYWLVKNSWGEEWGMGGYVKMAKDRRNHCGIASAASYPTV
# CatG inh = inhibitors of human cathepsin G | 62,000 compounds, 0.2% hits | purified enzyme, AMC-tetrapeptide fluorescence, pooled mixtures | inhibition, % at 5 µM (by protocol) | AID 581 | P08311;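 active = inhibition above 20% in each of the two mixture wells holding the compound; inactive = inhibition of 20% or less in either well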;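 note: 0% = enzyme control without mixture and 100% = blank lacking enzyme; strong numbers were not always called active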
# FXIIa mix inh = blocks human factor XIIa in pooled compound mixtures. P00748. purified FXIIa, fluorogenic substrate. inhibition, % at 5 µM. 62,000 compounds, 0.2% hits;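 note: 0% = enzyme without compound and 100% = no enzyme blank; some results filed as inactive read as strong as hits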
# Target sequence (P00748 20-372 limits assumed): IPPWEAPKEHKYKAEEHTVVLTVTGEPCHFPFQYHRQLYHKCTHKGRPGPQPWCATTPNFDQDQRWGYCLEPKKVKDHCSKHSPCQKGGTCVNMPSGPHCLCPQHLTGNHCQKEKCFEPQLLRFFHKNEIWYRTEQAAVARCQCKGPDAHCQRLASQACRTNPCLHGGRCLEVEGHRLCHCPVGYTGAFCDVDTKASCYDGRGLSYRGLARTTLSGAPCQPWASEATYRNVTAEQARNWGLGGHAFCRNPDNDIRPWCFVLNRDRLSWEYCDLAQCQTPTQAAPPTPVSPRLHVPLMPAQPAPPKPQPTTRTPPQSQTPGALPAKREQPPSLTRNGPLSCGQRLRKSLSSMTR
# Target sequence (P00748 373-615 limits assumed): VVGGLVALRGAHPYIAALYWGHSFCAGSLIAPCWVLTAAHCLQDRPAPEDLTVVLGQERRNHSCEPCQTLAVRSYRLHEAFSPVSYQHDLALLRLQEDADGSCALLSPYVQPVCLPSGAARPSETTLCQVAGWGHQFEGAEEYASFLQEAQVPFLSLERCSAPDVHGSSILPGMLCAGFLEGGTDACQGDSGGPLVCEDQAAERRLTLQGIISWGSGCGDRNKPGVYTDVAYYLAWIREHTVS
# JNK3 inh = JNK3 (human) kinase inhibition; P53779; purified JNK3 kinase activity, HTS; inhibition, % at 8 µM; 60,000 compounds, 0.61% hits; AID 746; in the data active = inhibition above about 17%;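 note: 0% = DMSO and 100% = reference inhibitor; many of its hits are not listed in these tables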
# CatS inh = blocks human cathepsin S protease activity; P25774; recombinant cathepsin S, AMC dipeptide fluorescence, pooled mixtures; inhibition, %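 (tested at 5 µM per compound within 10-compound mixtures)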; 62,000 compounds, 0.06% hits; in the data active = inhibition above about 32%, passing the limit was not always enough;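 note: 0% = enzyme without compound and 100% = blank without enzyme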
# C1s block = blocks human complement C1s protease activity. purified C1s, fluorogenic AMC substrate, pooled mixtures. mean inhibition % of two 10-compound mixtures (active compounds read high), % at 5 µM (by protocol). 62,000 compounds, 0.16% hits. AID 538;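 active = inhibition above 20% in each of the two 10-compound mixture wells holding the compound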;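 note: 0% = enzyme wells lacking compound mixture and 100% = no-enzyme blank wells; some compounds called inactive have numbers as strong as hits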
# PKA inh = inhibitors of human protein kinase A. P17612. PKA Kemptide phosphorylation, Kinase-Glo ATP luminescence. inhibition, % at 6 µM. 65,000 compounds, 0.1% hits. AID 524;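 active = inhibition above the screen-wide mean inhibition plus 3 SD, cut at about 21% in these data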; note: many of its hits are not listed in these tables
# ROCK2 inh = blocks human Rho kinase 2 activity | inhibition, % at 6 µM | O75116 | 60,000 compounds, 0.35% hits | AID 604 | purified ROCK2, Kinase-Glo ATP depletion luminescence;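 active = inhibition above the screen-wide mean inhibition plus 3 SD, cut at about 18% in these data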;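 note: plate controls were DMSO wells for no effect and Y-27632 control wells after no-enzyme background subtraction for full effect; many of its hits are not listed in these tables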
# FXIa inh mix = inhibitors of human coagulation factor XIa, pooled mixtures | P03951 | purified FXIa, fluorogenic substrate | inhibition, % at 5 µM | 62,000 compounds, 0.19% hits;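 note: each value is inhibition by a whole ten-compound pool holding the compound; 0% = enzyme with no mixture and 100% = wells lacking enzyme; strong numbers were not always called active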
# An asterisk follows results filed as active; x = no result given. Cut-off read from the data, not from the text of the source, unless noted: active = inhibition above about 20% (passing the limit was not always enough); inactive = the rest.
SMILES,CatL inh,CatG inh,FXIIa mix inh,JNK3 inh,CatS inh,C1s block,PKA inh,ROCK2 inh,FXIa inh mix
CC(N)Cc1c[nH]c2cc3c(cc12)OCCO3 (stereo not given),-2.1,5.7,13.0,-12.1,-3.5,11.9,8.7,-0.9,6.8
O=C(CN1CCN(CCO)CC1)Nc1ccc(Cl)cc1C(=O)c1ccccc1,-11.4,x,x,2.2,x,x,7.7,4.3,x
c1ccc2c(c1)[nH]c1cnccc12,-283.2,-9.0,3.2,-5.8,-10.3,-37.2,-2.4,24.2*,-27.3
O=C(CCN1C(=O)COc2ccccc21)N1CCC2(CC1)OCCO2,6.5,9.6,6.2,-8.9,-2.9,3.8,9.2,5.7,2.9
C#CCN1C(=O)C2(C(C#N)=C(N)OC(C)=C2C(=O)OCc2ccccc2)c2ccccc21 (stereo not given),13.5,-0.5,-2.1,-0.1,6.6,-27.6,7.8,2.4,3.5
CCOc1ccc(-n2c(O)c(C=NCCN3CCNCC3)c(=O)[nH]c2=O)cc1,4.5,9.9,3.4,6.7,-8.0,-49.3,4.1,4.0,3.7
CC1(C)COC(Nc2ccc(Cl)cc2)=N1,-14.4,8.0,3.8,2.9,-6.8,10.5,6.6,4.1,5.3
CN(C)C1=NP(N(C)C)(N(C)C)=NC(c2ccccc2)=N1,2.1,3.6,9.4,-4.6,-1.9,-15.1,7.8,5.3,-5.4
Fc1ccccc1N1CCN(Cc2c(F)cccc2F)CC1,-4.3,9.6,1.9,-3.6,2.0,-3.2,0.8,0.1,2.8
CC(C)CC12CN3CCN(CC(C3)/C1=N/O)C2,7.5,4.4,1.2,2.9,19.5,-7.4,2.3,2.8,5.7
CCSP1(=S)N=C(N2CCOCC2)C(C#N)=C2CCCN21 (stereo not given),-2.9,-3.0,-25.9,3.9,-11.4,-8.9,2.3,1.6,1.3
COc1ccc(C(=O)N2CCOCC2)cc1S(=O)(=O)N1CCC(C)CC1,5.4,8.9,0.5,-8.8,-7.0,0.3,8.6,5.3,4.2
CCOC(C(=O)OCC(O)CN(CC)CC)(c1ccccc1)c1ccccc1 (stereo not given),13.8,13.3,5.1,-8.5,0.2,-21.9,6.2,8.0,15.5
CCCCCn1c(=O)c(C(=O)NCc2ccncc2)c(O)c2ccccc21,15.2,10.9,1.0,4.7,3.4,12.2,-1.0,-0.2,1.3
CCCCN1C(=O)NC(=O)C2(Cc3c(nc4ccccn4c3=O)N3CCc4ccccc4C32)C1=O (stereo not given),12.9,-15.3,4.4,-6.4,-1.0,-8.7,-2.5,-3.0,3.6
CCN1CCN(C(=O)COc2cc(=O)n(CC)c3ccccc23)CC1,0.6,9.3,-8.7,-0.5,-0.2,-4.9,2.3,7.6,10.3
COc1ccc(CC2C(=O)NC(=O)N(c3ccccc3)C2=O)c(OC)c1 (stereo not given),x,8.1,4.4,5.6,3.3,9.5,6.9,4.5,4.3
CCOC(=O)CC1=C(C(=O)OCC)C2(C(=O)N1)C(C(=O)OC)=C(N)Oc1ccccc12 (stereo not given),-9.9,-11.3,0.7,-6.7,-7.2,-8.3,5.7,0.2,-0.6
CCc1ccccc1NC(=O)CSc1nnc([C@@H](N)Cc2c[nH]c3ccccc23)o1,119.7*,12.0,-15.7,-2.6,17.4,9.7,-7.6,-2.9,10.1
CCCCCCn1c(O)c(C=Nc2c(C)n(C)n(-c3ccccc3)c2=O)c(=O)[nH]c1=O,-10.3,1.9,5.2,3.0,15.1,-36.0,2.5,-3.4,-2.6

# At a glance, some entries already given:
SMILES,CatL inh,CatG inh,FXIIa mix inh,JNK3 inh,CatS inh,C1s block,PKA inh,ROCK2 inh,FXIa inh mix
CCOC(=O)CC1=C(C(=O)OCC)C2(C(=O)N1)C(C(=O)OC)=C(N)Oc1ccccc12 (stereo not given),-9.9,-11.3,0.7,-6.7,-7.2,-8.3,5.7,0.2,-0.6
CCc1ccccc1NC(=O)CSc1nnc([C@@H](N)Cc2c[nH]c3ccccc23)o1,119.7*,12.0,-15.7,-2.6,17.4,9.7,-7.6,-2.9,10.1
CCCCCCn1c(O)c(C=Nc2c(C)n(C)n(-c3ccccc3)c2=O)c(=O)[nH]c1=O,-10.3,1.9,5.2,3.0,15.1,-36.0,2.5,-3.4,-2.6

# The listing continues.
SMILES,CatL inh,CatG inh,FXIIa mix inh,JNK3 inh,CatS inh,C1s block,PKA inh,ROCK2 inh,FXIa inh mix
CN1CCN(c2c[nH]c(=O)[nH]c2=O)CC1,-2.8,3.2,-38.3,-8.5,7.8,2.8,8.5,4.2,0.5
Cc1cc(NC(=O)COC(=O)c2c(C)nn(Cc3ccccc3Cl)c2Cl)no1,-5.1,43.7,-12.3,-2.2,-4.8,5.6,11.3,-3.9,4.0
O=C1NC(=O)C2(Cc3ccccc3N3CCCC32)C(=O)N1c1ccccc1 (stereo not given),8.4,-3.4,3.5,1.7,6.0,-12.6,11.8,6.0,-10.7
O=C(c1cc(=O)[nH]c2ccc(Br)cc12)N1CCC2(CC1)OCCO2,-1.2,8.7,-0.5,0.7,-0.5,5.2,-1.7,1.0,-1.8
COC(=O)C1=C(N)OC(C)=C(C(C)=O)C12C(=O)N(C)c1ccccc12 (stereo not given),15.8,2.6,10.2,-15.9,7.1,-0.1,6.8,1.5,8.6
NCC1(c2ccc3c(c2)OCCO3)CCCC1,-7.8,8.8,-1.8,8.4,-4.2,-1.9,8.2,-0.4,7.7
O=C(CN1C2CCC1CC(O)(c1cccnc1)C2)Nc1ccc2c(c1)OCO2 (stereo not given),1.9,6.8,16.0,8.7,10.7,8.2,8.6,5.3,7.6
Cc1ccc2c(c1)CC1(CN2C)C(=O)NC(=O)N(c2ccccc2C)C1=O (stereo not given),7.8,9.0,-15.5,-6.3,14.4,14.6,-2.7,-2.2,3.4
CC(=Nc1ccc2c(c1)CCC2)c1c(O)n(C2CCCCC2)c(=O)[nH]c1=O,4.7,12.0,7.1,4.4,10.4,11.3,1.9,4.1,4.3
CN1CCC(N2CC3CC(C2)c2cccc(=O)n2C3)CC1 (stereo not given),6.7,3.1,-14.8,-2.2,21.5,1.3,0.2,2.8,3.8
CCC(=NCCC1=CCCCC1)c1c(O)[nH]c(=O)[nH]c1=O,7.5,6.5,-5.6,1.9,-25.9,4.4,12.6,4.2,5.3
COc1ccc(-c2nc(CSCC(=O)N3CCC4(CC3)OCCO4)c(C)o2)cc1OC,11.6,12.7,-3.4,-2.4,12.2,15.8,5.8,4.6,2.5
C(#CCN1CCOCC1)COCc1ccccc1,-2.1,-15.8,6.8,11.5,5.9,-32.4,6.4,6.1,-2.5
Cn1c(=O)cc(SCC(=O)N2CCC3(CC2)OCCO3)c2ccccc21,8.7,9.8,2.7,-8.8,2.4,9.3,-0.6,-1.5,8.6
O=C(Cn1ncc2c3ccccc3n(Cc3ccc(F)cc3)c2c1=O)N1CCC2(CC1)OCCO2,3.9,-2.3,3.8,6.4,5.2,-5.3,8.9,0.6,-4.1
O=C1CN(C(=O)CN2CCCCC2)C(c2ccccc2)c2cc(Br)ccc2N1 (stereo not given),-3.3,0.9,17.0,5.7,1.0,6.6,13.4,8.6,4.9
COc1ccccc1CN1CCN(C(=O)Cc2ccccc2)CC1,19.7,-3.4,7.9,0.3,-5.4,2.6,9.3,6.6,5.7
CCOP(=O)(C#CC(C)(C)C)C(C)(O)c1ccccc1 (stereo not given),26.4,-7.6,10.4,-3.5,-10.2,-42.9,4.5,1.5,-8.2
Nc1ccnn1C1CCNCC1,-12.5,8.6,35.3,0.7,-1.2,12.5,6.0,2.3,5.6
CCCCCCOc1ccc(CN2CCN(C)CC2)cc1,11.8,12.2,-18.3,6.5,9.6,13.4,5.3,7.4,6.2

# Given with two lines to a compound: entries from further up
# Each structure is followed by: CatL inh | CatG inh | FXIIa mix inh | JNK3 inh | CatS inh | C1s block | PKA inh | ROCK2 inh | FXIa inh mix
- CN1CCC(N2CC3CC(C2)c2cccc(=O)n2C3)CC1 (stereo not given)
    6.7 | 3.1 | -14.8 | -2.2 | 21.5 | 1.3 | 0.2 | 2.8 | 3.8
- CCC(=NCCC1=CCCCC1)c1c(O)[nH]c(=O)[nH]c1=O
    7.5 | 6.5 | -5.6 | 1.9 | -25.9 | 4.4 | 12.6 | 4.2 | 5.3
- COc1ccc(-c2nc(CSCC(=O)N3CCC4(CC3)OCCO4)c(C)o2)cc1OC
    11.6 | 12.7 | -3.4 | -2.4 | 12.2 | 15.8 | 5.8 | 4.6 | 2.5

# (next part)
SMILES,CatL inh,CatG inh,FXIIa mix inh,JNK3 inh,CatS inh,C1s block,PKA inh,ROCK2 inh,FXIa inh mix
O=C1C2CCCN2C(c2cccc(Cl)c2)N1c1ccccn1 (stereo not given),-5.5,-10.2,2.5,7.0,-4.1,-25.3,7.6,6.7,2.9
CCOc1ccc(C2SCC(=O)Nc3c2c(=O)[nH]n3C2CCCCCC2)cc1 (stereo not given),14.5,11.9,0.9,x,0.7,7.1,-4.1,x,0.2
C=CCn1c(O)c(C(CC)=Nc2cc(OC)ccc2OC)c(=O)[nH]c1=O,8.2,10.4,19.1,-7.1,6.0,-0.1,9.9,4.2,-3.0
CCC(C)NC(=O)c1c(N)n(CC2CCCO2)c2nc3ccccc3nc12 (stereo not given),-35.9,-11.8,-1.7,0.2,-3.8,-109.2,3.5,-2.9,-36.0
CC(=O)NC1CC2CCC(C1)N2 (stereo not given),19.3,9.8,-6.7,-2.4,9.9,9.8,9.2,5.4,3.3
CNCC(O)c1cccc(OC(=O)c2ccccc2C)c1 (stereo not given),10.8,-1.1,9.2,-1.7,8.2,-2.5,13.0,5.5,0.6
CC(=O)Nc1ccccc1OP1(=O)COc2ccccc2OC1,9.5,-0.2,11.7,6.1,2.5,-17.3,1.0,3.3,3.1
COCCn1cc(C(=O)N2CCC3(CC2)OCCO3)c2c3ccccc3n(C)c2c1=O,-7.7,4.2,9.8,-2.5,-3.3,-21.3,8.8,5.4,1.1
CC1CN=C(NCc2ccncc2)S1 (stereo not given),-5.1,-3.8,-16.3,-4.7,-11.3,-9.3,-3.5,2.7,2.2
CCC(=NCc1ccco1)c1c(O)n(-c2ccc(OC)cc2)c(=O)[nH]c1=O,-2.3,-9.8,10.1,8.2,11.3,-19.9,9.3,5.8,-4.0
N#Cc1ccccc1Cn1cc(C(=O)C2CC2)c2ccccc21,10.5,7.5,9.1,0.7,3.0,14.8,7.6,4.1,6.5
Cc1cc(OCc2nn[nH]n2)c2c3c(c(=O)oc2c1)CCC3,-26.7,-5.0,1.8,0.1,-5.3,-15.7,2.8,-4.2,-1.1
O=C(c1cccs1)N1C2CCC1CC(O)(c1cccnc1)C2 (stereo not given),2.6,5.8,-9.3,-2.7,15.9,-3.0,-3.6,-0.3,1.6
COP(=O)(OC)C(O)C(Cl)(Cl)Cl (stereo not given),1.9,5.8,-1.0,-4.9,18.3,-0.7,0.5,3.3,4.9
CCOC(=O)c1c(C)c(P(=S)(N2CCOCC2)N2CCOCC2)n(C)c1C,2.9,-1.2,5.3,x,11.7,4.0,6.2,x,0.2
CCN1CCN(Cc2cc(Br)cc(OC)c2O)CC1,7.2,0.3,-19.1,1.7,13.7,-13.8,-3.1,-0.5,1.0
O=C1C2CCCN2C(c2ccccc2)N1c1ccccn1 (stereo not given),-2.6,6.5,-1.3,1.4,-5.0,-57.9,-0.7,3.4,9.5

# The list is partial, so the mix of outcomes need not match the whole.
